Platelet DG rel = inhibitors of platelet dense granule secretion, primary screen, cell-based, MLPCN, human platelets. human platelet-rich plasma, SFLLRN dense granule ATP release, luminescence. inhibition, %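 (compounds screened at 7.5 µM in platelet-rich plasma)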. actives 0.22% (n = 300,000). AID 1663, 2009;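 active means mean replicate score, as percent of positive control, at or above 50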
HSF1 inhib = HSF1 inhibitors in luciferase reporter cells, primary screen, cell-based, NIH3T3, luminescence | NIH3T3-HGL HSE-luciferase, MG132-induced, luminescence 8 h; hits give low values | activity change, negative = inhibition, % at 7.5 µM (by protocol) | actives 0.77% (n = 300,000) | AID 2098, 2009;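 active means more than half of replicate wells show activity change below -50%, luminescence cut by over half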;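 further: luciferase reports HSF-1 transcriptional activity via heat shock element; 0% = median of DMSO wells and -100% = zero luminescence signal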
HSF-1 act = HSF-1 activators, primary screen, NIH3T3-HGL cells, MG132 stress, luminescence, single point; actives 1.7% (n = 300,000); activation, % at 9 µM; NIH3T3-HGL HSF-1 luciferase reporter, 8 h; 100% = twice DMSO control signal; AID 504408, 2011;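 active means mean replicate activation of at least 50% with a set share of replicates each reaching 50%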;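 further: 0% = median of the neutral control wells and 100% = twice that signal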
GSK3 alpha inh = blockers of GSK3A enzyme activity – biochemical, luminescence, cell-free homogeneous, HTS, primary screen. Glycogen synthase kinase-3 alpha (Homo sapiens), P49840. GSK-3 alpha kinase, ADP-Glo luminescence, 60 min. inhibition, % at 10 µM. actives 0.1% (n = 320,000). AID 2650, 2010;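 in the data active means inhibition above about 50%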;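 further: GST-tagged GSK-3 alpha with peptide substrate and 25 µM ATP; 0% = DMSO neutral wells and 100% = GW8510 positive control wells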
Target sequence (P49840 whole entry, looked up): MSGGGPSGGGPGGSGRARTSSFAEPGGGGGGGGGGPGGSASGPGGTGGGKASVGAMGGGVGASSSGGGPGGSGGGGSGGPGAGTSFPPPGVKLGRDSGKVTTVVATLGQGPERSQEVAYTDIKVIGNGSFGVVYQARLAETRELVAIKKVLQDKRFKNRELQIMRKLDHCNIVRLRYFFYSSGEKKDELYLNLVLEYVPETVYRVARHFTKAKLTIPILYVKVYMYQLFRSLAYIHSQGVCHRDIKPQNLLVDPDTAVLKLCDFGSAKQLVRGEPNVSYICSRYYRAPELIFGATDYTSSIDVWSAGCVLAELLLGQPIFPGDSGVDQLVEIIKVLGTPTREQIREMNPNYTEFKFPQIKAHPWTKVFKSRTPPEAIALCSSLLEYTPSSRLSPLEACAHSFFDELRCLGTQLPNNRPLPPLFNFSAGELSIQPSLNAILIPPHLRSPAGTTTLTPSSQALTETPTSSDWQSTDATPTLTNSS
aSyn 5UTR inh = MLPCN primary screen, SNCA 5' untranslated region; alpha-synuclein 5'UTR reporter, inhibitor activity; inhibition, % (tested at 7.5 µM); actives 0.82% (n = 300,000); AID 1813, 2009; in the data active means inhibition above about 60%;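 further: H4 neuroglioblastoma cells stably carrying SNCA 5'UTR luciferase fusion; 0% = DMSO wells and 100% = positive control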
DYRK1A inh = rat Dyrk1A kinase inhibitors, primary screen, biochemical, single point, plate reader. Dual specificity tyrosine-phosphorylation-regulated kinase 1A (Rattus norvegicus), Q63470. ADP-Glo luminescence, NFATc1 peptide. inhibition, % at 12.5 µM. actives 0.43% (n = 310,000). AID 504441, 2011; in the data active means inhibition above about 50%;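 further: plate controls were vehicle with enzyme for no effect and no enzyme for full effect; many of its hits are not listed in these tables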
IEC-6 cytotox = cytotoxicity in IEC-6 intestinal epithelial cells, primary screen, cytotoxicity control for KLF5 inhibitor project, cell-based, luminescence; IEC-6 cytotoxicity, luminescence viability; inhibition, % at 5 µM; actives 0.78% (n = 290,000); AID 1825, 2009; in the data active means inhibition above about 22%;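 further: 0% = plate median of test compound wells and 100% = cytotoxic reference compound wells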
KLF5 inhibitor = KLF5 expression inhibitors, primary screen, DLD-1 cells, luminescence | DLD-1 KLF5 promoter-luciferase reporter | inhibition, % at 5 µM | actives 0.23% (n = 290,000) | AID 1700, 2009;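 active means inhibition above a per-plate limit of that plate's mean compound inhibition plus 3 SD, cut at about 60% in these data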;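 further: 0% = DMSO wells and 100% = LY294002 at 200 µM; higher means less KLF5 promoter-driven luciferase light; inactives centre near -14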
HSP90 inh = HSP90 inhibitors, primary screen, cell lysate, luminescence; Rabbit reticulocyte lysate, luciferase refolding luminescence, 3 h; inhibition, % at 5.6 µM; actives 0.91% (n = 290,000);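 active means inhibition above the screen-wide mean plus 3 SD, computed separately per campaign, cut at about 16% in these data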;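 further: 0% = DMSO wells and 100% = 60 µM geldanamycin wells; inhibitors lower the luminescence because luciferase stays unfolded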
GSK3B inh = human GSK3beta kinase inhibitors, primary screen, biochemical, cell-free homogeneous, HTS | Glycogen synthase kinase-3 beta (Homo sapiens), P49841 | GST-GSK3beta kinase, ADP-Glo luminescence, 60 min; hits give low values | activity score (negative = inhibition), % at 10 µM | actives 0.038% (n = 300,000);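 active means more than half of replicate wells score below -50%, meaning over 50% inhibition versus plate controls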;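 further: 0% = median DMSO wells and -100% = median GW8510 positive control wells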
Target sequence (P49841 whole entry, looked up): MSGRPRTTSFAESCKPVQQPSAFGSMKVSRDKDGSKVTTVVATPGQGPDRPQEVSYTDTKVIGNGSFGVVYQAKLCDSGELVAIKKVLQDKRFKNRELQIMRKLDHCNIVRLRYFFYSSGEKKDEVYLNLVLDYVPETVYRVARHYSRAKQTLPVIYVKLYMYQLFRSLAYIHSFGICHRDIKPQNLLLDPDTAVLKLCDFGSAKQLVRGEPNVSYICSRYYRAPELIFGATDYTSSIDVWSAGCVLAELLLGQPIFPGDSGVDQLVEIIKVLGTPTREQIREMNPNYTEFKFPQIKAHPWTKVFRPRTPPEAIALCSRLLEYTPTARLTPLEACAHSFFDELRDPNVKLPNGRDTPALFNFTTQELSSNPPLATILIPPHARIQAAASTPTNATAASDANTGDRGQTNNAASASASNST
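Assay system: GST-fused GSK3beta enzyme, cell-free / Medium: Tris pH 7.5 buffer with MgCl2, DTT, BSA, heparin / Also added: peptide substrate plus 25 µM ATP (final) / Compound: 10 µM single point / Timing: kinase reaction with compound 60 min at room temperature / Detection: ADP-Glo luminescence / Benchmarks: DMSO neutral wells and GW8510 at 20 µM as positive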
Starred values were filed as active, the others as inactive. The list is partial, so the mix of outcomes need not match the whole.

`CCc1ccc(NC(=O)C(=O)NCCN2CCN(C(=O)c3ccco3)CC2)cc1` gave Platelet DG rel 12, HSF1 inhib -8, HSF-1 act -3, GSK3 alpha inh 1, aSyn 5UTR inh 13, DYRK1A inh 0, IEC-6 cytotox -8, KLF5 inhibitor -19, HSP90 inh -1 and GSK3B inh 3.
For CC(C)(C)C(=O)Oc1ccc2cc(-c3ccc4ccccc4n3)c(=O)oc2c1 the results were Platelet DG rel -1, HSF1 inhib -5, HSF-1 act 12, GSK3 alpha inh -3, aSyn 5UTR inh -157, DYRK1A inh -7, IEC-6 cytotox -2, KLF5 inhibitor 9, HSP90 inh -1 and GSK3B inh 0.
`O=C(O)c1ccc2c(c1)C1C=CCC1C(c1ccncc1)N2` (centres undefined) gave Platelet DG rel -6, HSF1 inhib -3, HSF-1 act -12, GSK3 alpha inh 3, aSyn 5UTR inh -4, DYRK1A inh -8, IEC-6 cytotox -20, KLF5 inhibitor -10, HSP90 inh 9 and GSK3B inh -3.
Screening COC(=O)c1ccccc1Sc1c(/C=N/OC(=O)c2ccccc2)c(C(F)(F)F)nn1C returned Platelet DG rel 2, HSF1 inhib -7, HSF-1 act -3, GSK3 alpha inh -1, aSyn 5UTR inh -24, DYRK1A inh -2, IEC-6 cytotox -2, KLF5 inhibitor -10, HSP90 inh -2 and GSK3B inh 0.
For CCOc1ccc(NC(=O)CN2CCN(CC(=O)c3ccc(OCC)cc3)CC2)cc1 the results were Platelet DG rel 15, HSF1 inhib -26, HSF-1 act -43, aSyn 5UTR inh 27, DYRK1A inh 3, IEC-6 cytotox -3, KLF5 inhibitor 6, HSP90 inh 0 and GSK3B inh 1.
COC(=O)Cn1ncn2cccc2c1=O was read as Platelet DG rel 1, HSF1 inhib -34, HSF-1 act -39, aSyn 5UTR inh -9, DYRK1A inh -2, IEC-6 cytotox -4, KLF5 inhibitor -15, HSP90 inh 0 and GSK3B inh 2.
Screening COc1ccc(C(=O)CN2C(=O)c3ccccc3S2(=O)=O)cc1 returned Platelet DG rel -12, HSF1 inhib -65*, HSF-1 act -68, GSK3 alpha inh 0, aSyn 5UTR inh 101*, IEC-6 cytotox -3, KLF5 inhibitor 72*, HSP90 inh 12 and GSK3B inh 3.
For CSc1nnc2c3c4c(sc3c(=O)n(-c3ccccc3)n12)CC(C)(C)OC4 the results were Platelet DG rel -1, HSF1 inhib -26, HSF-1 act -46, GSK3 alpha inh 0, aSyn 5UTR inh 12, DYRK1A inh 2, IEC-6 cytotox 4, KLF5 inhibitor -18, HSP90 inh 0 and GSK3B inh 0.
`Cc1ccc(C2(CCNCc3ccco3)CCOC(C(C)C)C2)cc1` (centres undefined) gave Platelet DG rel 0, HSF1 inhib 5, HSF-1 act 22, GSK3 alpha inh -2, aSyn 5UTR inh -10, DYRK1A inh 0, IEC-6 cytotox 2, KLF5 inhibitor -14, HSP90 inh 0 and GSK3B inh 0.
CC(=O)c1cccc(NS(=O)(=O)c2c(C)n[nH]c2C)c1 was read as Platelet DG rel 8, HSF1 inhib -10, HSF-1 act 2, GSK3 alpha inh 1, aSyn 5UTR inh 14, DYRK1A inh 2, IEC-6 cytotox 0, KLF5 inhibitor -28, HSP90 inh 0 and GSK3B inh 2.
Cc1nn(C(C)C(=O)NCCCN(Cc2ccccc2)C(C)C)c(=O)c2c1sc1ccccc12 (centres undefined) was read as Platelet DG rel 5, HSF1 inhib 9, HSF-1 act 0, GSK3 alpha inh 0, aSyn 5UTR inh -4, DYRK1A inh -5, IEC-6 cytotox -3, KLF5 inhibitor -3, HSP90 inh -4 and GSK3B inh 1.
For Cc1c(/C=N/n2cnnc2)c2ccccc2n1C the results were Platelet DG rel 5, HSF1 inhib 1, HSF-1 act -11, GSK3 alpha inh 0, aSyn 5UTR inh 25, DYRK1A inh 2, IEC-6 cytotox 0, KLF5 inhibitor -28, HSP90 inh -1 and GSK3B inh -6.
For Cn1nnnc1SCC(=O)NC(=O)Cc1ccccc1 the results were Platelet DG rel 0, HSF1 inhib -2, HSF-1 act -8, GSK3 alpha inh -2, aSyn 5UTR inh 1, DYRK1A inh -1, IEC-6 cytotox 1, KLF5 inhibitor -9, HSP90 inh -3 and GSK3B inh 0.
Nc1nc(NCCO)nc(NCC2CCCO2)c1[N+](=O)[O-] (centres undefined) was read as Platelet DG rel 11, HSF1 inhib -11, HSF-1 act -10, GSK3 alpha inh 80*, aSyn 5UTR inh 32, DYRK1A inh 49, IEC-6 cytotox -4, KLF5 inhibitor -15, HSP90 inh 1 and GSK3B inh 1.
Screening CC1CCN(C(=O)CSc2nc3c(cnn3-c3ccccc3)c(=O)[nH]2)CC1 returned Platelet DG rel -12, HSF1 inhib 0, HSF-1 act -1, GSK3 alpha inh 2, aSyn 5UTR inh 11, DYRK1A inh 16, IEC-6 cytotox -5, KLF5 inhibitor 2, HSP90 inh -2 and GSK3B inh 0.
`Cc1ccc(C(=O)C(C)OC(=O)C2CC(=O)N(C3CCCCC3)C2)cc1` (centres undefined) gave Platelet DG rel 4, HSF1 inhib -7, HSF-1 act 3, GSK3 alpha inh -3, aSyn 5UTR inh 15, DYRK1A inh 6, IEC-6 cytotox -1, KLF5 inhibitor -22, HSP90 inh 1 and GSK3B inh -4.
For Cc1ccc2cc(C(c3nnnn3C3CCCC3)N3CCN(c4ccc(F)cc4)CC3)c(=O)[nH]c2c1 (centres undefined) the results were Platelet DG rel 2, HSF1 inhib -4, HSF-1 act -12, GSK3 alpha inh -2, aSyn 5UTR inh 47, DYRK1A inh -2, IEC-6 cytotox -2, KLF5 inhibitor -5, HSP90 inh -1 and GSK3B inh -1.
For O=C(c1ccco1)N1CCN(Cc2cc(=O)c(OCc3cccc(Cl)c3)co2)CC1 the results were Platelet DG rel 8, HSF1 inhib 4, HSF-1 act 6, GSK3 alpha inh -2, aSyn 5UTR inh 1, DYRK1A inh -19 and GSK3B inh 9.
COc1ccc(OCC(O)Cn2c(=N)n(Cc3ccccc3)c3ccccc32)cc1 (centres undefined) was read as Platelet DG rel -3, HSF1 inhib 1, HSF-1 act -15, GSK3 alpha inh 4, aSyn 5UTR inh 2, DYRK1A inh -1, IEC-6 cytotox 18, KLF5 inhibitor 1, HSP90 inh 3 and GSK3B inh 0.
O=C(O)c1ccc(Oc2ccc(S(=O)(=O)c3ccc(C(=O)O)c(C(=O)O)c3)cc2)cc1 was read as Platelet DG rel 27, HSF1 inhib -1, HSF-1 act -14, GSK3 alpha inh 0, aSyn 5UTR inh 18, IEC-6 cytotox -3, KLF5 inhibitor -21, HSP90 inh -1 and GSK3B inh 1.
C=C(C)C(=O)Nc1cccc(C2=NOC3(C2)C[C@@H](C(N)=O)N(C(=O)/C=C/CC)C3)c1 (some centres undefined) was read as Platelet DG rel 6, HSF1 inhib -1, HSF-1 act 3, GSK3 alpha inh -1, aSyn 5UTR inh 1, DYRK1A inh -13 and GSK3B inh -4.
Screening CCOC(=O)c1c(=O)n(O)c2ccc(OC)cc2[n+]1[O-] returned Platelet DG rel -1, HSF1 inhib -13, HSF-1 act -9, GSK3 alpha inh -2, aSyn 5UTR inh 23, DYRK1A inh 5, IEC-6 cytotox 0, KLF5 inhibitor -8, HSP90 inh 1 and GSK3B inh 3.
For COC(=O)c1c(NC(=O)CN(c2ccc(C)c(C)c2)S(C)(=O)=O)sc2c1CCCC2 the results were Platelet DG rel -12, HSF1 inhib 10, HSF-1 act 31, aSyn 5UTR inh 0, DYRK1A inh -9, IEC-6 cytotox 0, KLF5 inhibitor -25, HSP90 inh 0 and GSK3B inh 1.
NC(=O)CC1(CC(=O)O)CCCCC1 was read as Platelet DG rel 7, HSF1 inhib 0, HSF-1 act 26, GSK3 alpha inh 0, aSyn 5UTR inh 22, DYRK1A inh -1, IEC-6 cytotox 5, KLF5 inhibitor -26, HSP90 inh 0 and GSK3B inh 2.
For C/C(CC(=O)Nc1cc(C)ccn1)=N\NC(=O)COc1cccc(C)c1 the results were Platelet DG rel 8, HSF1 inhib 18, HSF-1 act 32, aSyn 5UTR inh -110, IEC-6 cytotox 2, KLF5 inhibitor -15, HSP90 inh 4 and GSK3B inh 5.
For c1ccc(CCC2CCCCN2Cc2nc(-c3ccc4c(c3)OCO4)no2)nc1 (centres undefined) the results were Platelet DG rel 9, HSF1 inhib 1, HSF-1 act 29, GSK3 alpha inh -2, aSyn 5UTR inh 13, DYRK1A inh 1, IEC-6 cytotox -3, KLF5 inhibitor 0, HSP90 inh 1 and GSK3B inh 4.
COc1ccc(Cl)cc1NC(=O)c1cc(-c2cc(C)ccc2O)n[nH]1 was read as Platelet DG rel -1, HSF1 inhib 18, HSF-1 act 34, GSK3 alpha inh 1, aSyn 5UTR inh -35, DYRK1A inh 2, IEC-6 cytotox -2, KLF5 inhibitor -25, HSP90 inh -4 and GSK3B inh 1.
For O=C(/C=C/c1ccccc1)NC(=S)Nc1ncccn1 the results were Platelet DG rel -6, HSF1 inhib 18, HSF-1 act 19, GSK3 alpha inh 1, aSyn 5UTR inh -61, DYRK1A inh 0, IEC-6 cytotox 4, KLF5 inhibitor -75, HSP90 inh 2 and GSK3B inh -1.

No new results follow: entries from further up.
`Cc1ccc(C(=O)C(C)OC(=O)C2CC(=O)N(C3CCCCC3)C2)cc1` (centres undefined) gave Platelet DG rel 4, HSF1 inhib -7, HSF-1 act 3, GSK3 alpha inh -3, aSyn 5UTR inh 15, DYRK1A inh 6, IEC-6 cytotox -1, KLF5 inhibitor -22, HSP90 inh 1 and GSK3B inh -4.
For Cc1ccc2cc(C(c3nnnn3C3CCCC3)N3CCN(c4ccc(F)cc4)CC3)c(=O)[nH]c2c1 (centres undefined) the results were Platelet DG rel 2, HSF1 inhib -4, HSF-1 act -12, GSK3 alpha inh -2, aSyn 5UTR inh 47, DYRK1A inh -2, IEC-6 cytotox -2, KLF5 inhibitor -5, HSP90 inh -1 and GSK3B inh -1.
For O=C(c1ccco1)N1CCN(Cc2cc(=O)c(OCc3cccc(Cl)c3)co2)CC1 the results were Platelet DG rel 8, HSF1 inhib 4, HSF-1 act 6, GSK3 alpha inh -2, aSyn 5UTR inh 1, DYRK1A inh -19 and GSK3B inh 9.
COc1ccc(OCC(O)Cn2c(=N)n(Cc3ccccc3)c3ccccc32)cc1 (centres undefined) was read as Platelet DG rel -3, HSF1 inhib 1, HSF-1 act -15, GSK3 alpha inh 4, aSyn 5UTR inh 2, DYRK1A inh -1, IEC-6 cytotox 18, KLF5 inhibitor 1, HSP90 inh 3 and GSK3B inh 0.

Screening data as filed in PubChem.
